# Screens as filed in PubChem.
# hcGAS inh = Primary biochemical luminescence assay for human cyclic GMP-AMP synthase inhibitors; Q8N884; recombinant h-cGAS, ATP depletion, Kinase-Glo luminescence; inhibition, % at 12.5 µM; 0.081% of 290,000 active;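 further: 0% = vehicle reaction and 100% = reaction without DNA for no activity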
# Target sequence (Q8N884 whole entry, looked up): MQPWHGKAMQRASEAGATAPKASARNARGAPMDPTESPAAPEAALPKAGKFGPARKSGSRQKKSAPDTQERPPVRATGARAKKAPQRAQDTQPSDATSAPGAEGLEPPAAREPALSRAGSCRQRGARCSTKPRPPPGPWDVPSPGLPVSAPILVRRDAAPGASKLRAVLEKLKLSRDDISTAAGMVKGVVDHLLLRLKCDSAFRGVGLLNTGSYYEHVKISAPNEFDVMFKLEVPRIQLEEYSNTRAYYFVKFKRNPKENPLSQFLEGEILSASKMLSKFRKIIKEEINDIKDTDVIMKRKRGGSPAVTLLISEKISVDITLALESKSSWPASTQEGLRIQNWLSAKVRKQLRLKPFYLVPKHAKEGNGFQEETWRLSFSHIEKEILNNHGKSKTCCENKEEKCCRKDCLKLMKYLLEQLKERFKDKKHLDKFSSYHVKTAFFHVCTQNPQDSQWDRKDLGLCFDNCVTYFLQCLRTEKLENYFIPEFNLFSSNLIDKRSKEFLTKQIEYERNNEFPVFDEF
# NPYLR7 agonist = agonists of mosquito NPYLR7 receptor, primary screen, cell-based, Aedes aegypti, calcium fluorescence, mosquito biting behavior; HEK293T NPYLR7/Galpha15, GCaMP6s calcium fluorescence; 0.15% of 270,000 active; activation, % at 10 µM; AID 1259423, 2018; Aedes aegypti neuropeptide Y-like receptor 7 (NPYLR7); in the data active means activation above about 40%;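 further: 0% = vehicle and 100% = reference agonist at the receptor; some compounds past the cut are filed as inactive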
# mcGAS inh = cyclic GMP-AMP synthase inhibitors, mouse, primary biochemical chemiluminescence. Q8C6L5. recombinant cGAS, Kinase-Glo ATP depletion luminescence. inhibition, % at 12.5 µM. 0.15% of 160,000 active. AID 1259399, 2018;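 further: 0% = negative control wells and 100% = reference inhibitor with no enzyme activity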
# * hit, by the source's call; x = not tested or not shown; & = joins results of further samples. Unless noted, no stated cut-off is given here; in the data, active means inhibition above about 40%; inactive means the rest.
smiles	NPYLR7 agonist	mcGAS inh	hcGAS inh
CN(C)c1cc(N/N=C\c2ccc(Cl)cc2Cl)nc(N(C)C)n1	2	-5	-4
CCSc1nnc2c(n1)OC(c1ccc([N+](=O)[O-])o1)Nc1ccccc1-2 (configuration not stated)	5	8	2
Cc1nc(NC(=O)CCNC(=O)NCc2ccccc2)sc1C	5	x	-3
COc1ccc(S(=O)(=O)Oc2ccccc2CN(C(=O)c2cccs2)C2CC2)cc1	24	-11	-4
O=C(c1ccccc1C(F)(F)F)N1CCC(c2nc(-c3ccc(Cl)cc3)no2)CC1	5	-6	-7
CC1(C(=O)Nc2ccc(F)cc2F)CCN1C(=O)Cc1ccccc1Cl (configuration not stated)	5	-4	-5
COc1ccc(CCNC(=O)c2cc(-c3ccccc3F)nc3cc(C(C)(C)C)nn23)cc1OC	16&-10	-6&-2	-1&0
Cc1c(C(=O)NCc2ccco2)cnn1-c1cccc(Cl)c1	-2	-7	-9
O=c1[nH]c2ccccc2c2nc(-c3cccc(S(=O)(=O)N4CCCC4)c3)nn12	-1	x	-7
O=C(CCC1CCCN(Cc2ccc(F)cc2F)C1)N1CCN(Cc2ccccc2)CC1 (configuration not stated)	8	-11	-8
CCc1cc2c(=O)n(Cc3ccco3)c(SCC(=O)c3cccs3)nc2s1	1	-2	-5
COCCCN(CC(=O)N(CCc1c[nH]c2ccccc12)Cc1ccc(C)cc1)C(=O)Nc1ccc(C#N)cc1	x	0	0

# Going on with the list.
smiles	NPYLR7 agonist	mcGAS inh	hcGAS inh
CN(C)C(=O)C1CCCN(CCCOc2ccccc2)C1 (configuration not stated)	4	-10	-7
O=c1c(Br)c(NCc2ccco2)cnn1-c1ccccc1	1	x	-2
Cc1cccnc1[C@H](C)NC(=O)c1cn2c(n1)CNCC2	1	-10	-5
COc1ccccc1C1(CC(=O)N2CCN(c3ccccc3)C(=O)C2)CC(=O)N(C2CCCC2)C1=O (configuration not stated)	21	-13	-7
COC(=O)C1=C(C)OC(=N)C(C#N)C1c1ccccc1F (configuration not stated)	-5	2	5
CCOC(=O)c1nn(-c2ccccc2)c(=O)c2c(NC(=O)Cc3ccc(Cl)cc3)scc12	1	-7	-2
Cc1ccc(C(=O)N2CCc3ccccc3C2)c(C2CCN(Cc3cccs3)CC2)n1	x	-3	0
Cc1ccccc1C1=NOC(C(=O)NCCC(=O)NCC2CCCO2)C1 (configuration not stated)	37	-4	-11
COc1ccc(NC(=O)N2CCN(C(C(=O)N3CCOCC3)C3CCCC3)CC2)cc1 (configuration not stated)	-9	-7	-8
Nc1cccc2c(Oc3ccc([N+](=O)[O-])cc3)cccc12	-1	x	-9
COc1ccc(CCNC(=O)c2cc(-c3ccccc3)n3nc(C(C)(C)C)cc3n2)cc1OC	21	-6	-3
CC(C)N(CCNC(=O)c1n[nH]c2ccc(I)cc12)C(C)C	-1	-14	-5

# Next compounds
smiles	NPYLR7 agonist	mcGAS inh	hcGAS inh
COCC(=O)N1CCN(c2ccccc2Cl)C(=O)C1C (configuration not stated)	-8	-3	0
Cc1[nH]n(-c2nc(-c3ccc(Cl)cc3)cs2)c(=O)c1N=Nc1ccccc1C(=O)N1CCOCC1	-4	-8	-1
NCCc1ccn[nH]1	2&-4	-4	-4&-5
CCN(Cc1nccn1C)C(=O)c1ccc(-c2cccc3ncccc23)nc1	7	x	-7
CCCNC(=O)N(Cc1nccn1Cc1ccccc1C(F)(F)F)CC1CCCO1 (configuration not stated)	8	-4	2
Cc1cccc(CO[C@]2(C(=O)NC3CC3)CC(OCc3c(F)cccc3F)[C@H](O)[C@H](O)C2)c1 (some centres not stated)	16	-3	-3
COC(=O)NNC(=O)Cc1coc2ccc3ccccc3c12	-15	x	2
C#C[C@]1(O)CC[C@H]2[C@@H]3CCC4=CC(=O)CC[C@@H]4[C@H]3CC[C@@]21C	15&-1	-6	-3&-1
CC(C)Nc1ccc(C(=O)NCCc2c[nH]c3ccccc23)cn1	-9	-4	-10
COc1cccc(-n2cc(CN(C)CC3CCCC3)cn2)c1	6	x	-4
O=C(c1csc2nc(-c3ccccc3F)cn12)N1C[C@H](O)[C@@H](N2CCCC2)C1	14	x	-5
CC(C)c1ccc(NC(=O)C(C2CCCC2)N2CCN(C(=S)Nc3ccc(F)cc3)CC2)cc1 (configuration not stated)	11	-3	-4

# Additional records
smiles	NPYLR7 agonist	mcGAS inh	hcGAS inh
CCCCN1C(=O)C(=Cc2cccnc2)NC1=S	6	x	-6
Cc1ccc(Cc2nc(N3CCN(C(=O)CCc4ccccc4)CC3)c3c(-c4cccnc4)noc3n2)cc1	12	-3	-2
O=C(O)CC1(CC(=O)N2CCN(C(=O)CC3(CC(=O)O)CCCCC3)CC2)CCCCC1	5	x	-6
CCOC(=O)c1sc(N)c(C(=O)OCC)c1CSc1nnc(SCC)s1	-3	-7	-11
COc1ccc(CCN2C3CCC2CC(NC(=O)/C=C/c2ccccc2)C3)cc1OC (configuration not stated)	6	-6	-5
CC(C)=CCn1c2ccc(NC(=O)Nc3ccc(N(C)C)cc3)cc2c(=O)n1C	1	-8	-8
O=c1oc2ccc([N+](=O)[O-])cc2cc1-c1nnc(Nc2ccc(Oc3ccccc3)cc2)s1	-5	-5	-6
CCOC(=O)C1C(=O)C=C(c2ccc(F)cc2)CC1c1cc(OC)ccc1OC (configuration not stated)	3	-6	-9
O=C(CC1COCCN1)NCc1cc(F)ccc1C(F)(F)F (configuration not stated)	-5	x	1
Cc1cc(C)n(Cc2ccc(C(=O)N(C)C(C)c3ccccn3)cc2)n1 (configuration not stated)	x	-2	-2
Cc1cccc(N2CCN(Cc3cn[nH]c3-c3ccc(F)cc3F)CC2)n1	26&1	-3	-6&-1
COC(=O)C(=O)N1CCc2ccccc2C1c1ccc(Cl)cc1 (configuration not stated)	x	-6	-4

# Complete entries from above.
# Results for `C#C[C@]1(O)CC[C@H]2[C@@H]3CCC4=CC(=O)CC[C@@H]4[C@H]3CC[C@@]21C` → NPYLR7 agonist = 15&-1; mcGAS inh = -6; hcGAS inh = -3&-1
# Results for `CCc1cc2c(=O)n(Cc3ccco3)c(SCC(=O)c3cccs3)nc2s1` → NPYLR7 agonist = 1; mcGAS inh = -2; hcGAS inh = -5

# Back to the main list; the 2 compounds before the break are reprinted first.
smiles	NPYLR7 agonist	mcGAS inh	hcGAS inh
Cc1cccc(N2CCN(Cc3cn[nH]c3-c3ccc(F)cc3F)CC2)n1	26&1	-3	-6&-1
COC(=O)C(=O)N1CCc2ccccc2C1c1ccc(Cl)cc1 (configuration not stated)	x	-6	-4
CN(Cc1ccccc1N1CCOCC1)C(=O)NC1CCCc2occc21 (configuration not stated)	4&-2	-1	-4&-1
COc1cccc(Cn2c(=O)c(C(=O)NC3CC3)nn(-c3ccc(C)c(Cl)c3)c2=O)c1	6	-4	-2
CC1C(=O)N(c2ccc(F)cc2)CCN1C(=O)c1ccc(F)cc1 (configuration not stated)	-2	-3	-7
Cc1ccc(S(=O)(=O)N2CCN(C(=S)Nc3ccccc3)CC2)cc1	2	-7	-1
Cc1ccc(-c2noc([C@@H]3Cc4nc[nH]c4CN3C(=O)c3cccs3)n2)cc1	-11	-8	-7
COc1ccc(C(=O)CSc2nnc(-c3ccc(OC)cc3)n2-c2ccccc2C)cc1	6	-5	-1
CCc1c(C)nc2c(-c3ccccc3)c(COC)[nH]n2c1=O	-18	x	-2
CCOC(=O)CCC(=O)O[C@H]1[C@H](O[C@@H]2[C@@H](C)[C@H](O[C@H]3C[C@@](C)(OC)[C@@H](O)[C@H](C)O3)[C@@H](C)C(=O)O[C@H](CC)[C@@](C)(O)[C@H](O)[C@@H](C)C(=O)[C@H](C)C[C@@]2(C)O)O[C@H](C)C[C@@H]1N(C)C	7&-26	x	-2&2
Cc1csc(=Nc2ccccc2F)n1/N=C\c1ccncc1	8	x	-3
CCOc1ccc(-c2cc(=O)n(CC(=O)OC)cn2)cc1	-18	-8	-1
O=C(NCC1(O)CCNC1)c1ccccc1Oc1ccccc1 (configuration not stated)	5	x	-13
CSc1ncc(CN(C)CC2CCN(CCc3ccc(F)cc3)CC2)cn1	7	-11	-9

# (cont.)
smiles	NPYLR7 agonist	mcGAS inh	hcGAS inh
COc1ccc(S(=O)(=O)N2CCC(C(NC(=O)c3cccs3)C(=O)N3CCCC3)CC2)cc1 (configuration not stated)	6	-6	-3
COCc1cc(C)nc(N/N=C\c2ccc(C(C)(C)C)cc2)c1C#N	6	-3	-1
CC(C)CN(Cc1ccc(OS(=O)(=O)c2cccc(C(F)(F)F)c2)cc1)C(=O)C(C)(C)CCl	x	-4	-9
CN(Cc1nccn1C)c1nccc(N2CCCC(O)C2)n1 (configuration not stated)	x	-11	-6
NC(=O)c1ccc(NC(=O)C(=O)Nc2cccc(N3CCCS3(=O)=O)c2)cc1	20	x	0
COCCN(Cc1cccc(OC)c1)Cc1ccc(C(O)(c2ccccc2)c2ccccc2)o1	-2	-6	-4
Cc1ccccc1C(NC(=O)C1CCN(Cc2cccc(C(F)(F)F)c2)CC1)c1ncccc1C (configuration not stated)	8	-3	-4
CCn1ccnc1Cn1ccnc1-c1ccc(N(C)C)nc1	14	-17	-8
CCOC(=O)N1CCN(C2CCCN(C(=O)c3csc(NC)n3)C2)CC1 (configuration not stated)	-3	x	2
COCCCN(CC(=O)N(CCc1ccc(OC)c(OC)c1)Cc1sccc1C)C(=O)COc1ccc(Cl)cc1	4	-4	-2
Cc1ccc(-n2nnc(C(=O)OCc3nc(-c4ccccc4)oc3C)c2C)cc1C	7	-9	-6
O=C(NCCn1ncc2c(N3CCOCC3)ncnc21)C1CC(=O)N(c2ccccc2)C1 (configuration not stated)	4	-9	-10

# Three compounds already listed, arranged by SMILES length, smallest number first:
smiles	NPYLR7 agonist	mcGAS inh	hcGAS inh
COCc1cc(C)nc(N/N=C\c2ccc(C(C)(C)C)cc2)c1C#N	6	-3	-1
NC(=O)c1ccc(NC(=O)C(=O)Nc2cccc(N3CCCS3(=O)=O)c2)cc1	20	x	0
CC(C)CN(Cc1ccc(OS(=O)(=O)c2cccc(C(F)(F)F)c2)cc1)C(=O)C(C)(C)CCl	x	-4	-9

# Additional results.
smiles	NPYLR7 agonist	mcGAS inh	hcGAS inh
O=C1CN(C(=O)C2CCCC2)CC(O)CN1CCOc1ccccc1 (configuration not stated)	19	-5	7
O=C1C(=Cc2ccc(N3CCCCC3)c([N+](=O)[O-])c2)C(=O)c2ccccc21	-6	-2	-6
CN(CC(=O)N1CCSc2ccccc21)c1ccccc1	10	-6	-1
CCOC(=O)CCc1c(C)nc2ncnn2c1N1CCN(C(=O)COc2cccc(Cl)c2)CC1	17	-3	2
Cc1ccc(NS(=O)(=O)c2c(F)cccc2F)cc1S(=O)(=O)N(C)C	-3	-16	-7
COc1cccc(CNC(=O)C2CCN(C(=O)[C@@H]3CCCN3C(=O)/C=C/c3ccc(OC(F)(F)F)cc3)CC2)c1	7	-4	-1
CCC(=O)N1CCCC1(C)C(=O)NCc1cc(F)ccc1F (configuration not stated)	5	-6	-17
O=C(CNC(=O)c1ccc(Oc2ccccc2)cc1)NC1CCC(O)CC1 (configuration not stated)	5	x	-3
CCC1C=CCN1C(=O)c1cnn2cc(CN(CC)CC)cnc12 (configuration not stated)	4	x	-7
CCOc1cccc(CN2CCN(C3CCCC3)C(CCO)C2)c1 (configuration not stated)	7	-11	-8
CN(CCC(N)=O)C(=O)c1cc2c(-c3ccccc3)nn(C)c2s1	-10	x	0
C=CCOCC(O)CN(Cc1ccccc1Cl)CC1CC(c2ccc3c(c2)OCO3)=NO1 (configuration not stated)	-3	-5	-5

# The final 6 records of the section above open the next one.
smiles	NPYLR7 agonist	mcGAS inh	hcGAS inh
CCC(=O)N1CCCC1(C)C(=O)NCc1cc(F)ccc1F (configuration not stated)	5	-6	-17
O=C(CNC(=O)c1ccc(Oc2ccccc2)cc1)NC1CCC(O)CC1 (configuration not stated)	5	x	-3
CCC1C=CCN1C(=O)c1cnn2cc(CN(CC)CC)cnc12 (configuration not stated)	4	x	-7
CCOc1cccc(CN2CCN(C3CCCC3)C(CCO)C2)c1 (configuration not stated)	7	-11	-8
CN(CCC(N)=O)C(=O)c1cc2c(-c3ccccc3)nn(C)c2s1	-10	x	0
C=CCOCC(O)CN(Cc1ccccc1Cl)CC1CC(c2ccc3c(c2)OCO3)=NO1 (configuration not stated)	-3	-5	-5
COc1ccc(CCNC(=O)c2c(C)noc2-c2cccnc2)cn1	-6	-6	-9
Cc1nn(CC(=O)N2CCCC2)c(=O)c2cc3sccc3n12	8	-4	-5
CC(C)S(=O)(=O)N1CCC(C(NC(=O)c2ccc3c(c2)OCO3)C(=O)N2CCCC2)CC1 (configuration not stated)	9	-5	-7
CCOc1ccccc1NC(=O)N1CCC[C@H]1C(=O)N1CCC(C(=O)NCc2cccc(OC)c2)CC1	7	-5	-4
CCC(=O)Nc1noc2ncccc12	2	0	0
Cc1ccc(/C=C/C(=O)N(Cc2cccs2)C2CC2)s1	8	x	-5
N#Cc1cc(S(=O)(=O)N2CCOCC2)ccc1F	25	x	-9
